Screens deposited in PubChem BioAssay by several laboratories.
SIAH1 antagonists – Siah-1 peptide-binding antagonists, primary screen, biochemical, fluorescence polarization, rhodamine-plectin, uHTS (AID 1817); 290,000 compounds, 0.02% hits; Siah-1 / rhodamine-plectin peptide fluorescence polarization; higher % means a stronger effect; displacement, % at 20 µM; hits with a dose series show IC50 in µM;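 active = displacement of at least 50% at 20 µM, with a fluorescence ratio check between 0.3 and a set limit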;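 note: plate controls were Siah plus tracer with DMSO for no effect and tracer alone without Siah for full effect; strong numbers were not always called active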
NTR1 ag – NTR1-driven beta-arrestin-GFP spot formation – imaging, U2OS cells, high content, primary screen (AID 493036); P30989; agonist mode; activation, % at 20 µM; 330,000 compounds, 0.17% hits;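 active = activation at or above 40% of the spot to cytoplasm intensity ratio, with at least 20 cells analyzed; inconclusive = wells under 20 cells, flagged as cytotoxic or low count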;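 note: 0% = DMSO without peptide and 100% = 100 nM NTR1 peptide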
Target sequence (P30989 whole entry, looked up): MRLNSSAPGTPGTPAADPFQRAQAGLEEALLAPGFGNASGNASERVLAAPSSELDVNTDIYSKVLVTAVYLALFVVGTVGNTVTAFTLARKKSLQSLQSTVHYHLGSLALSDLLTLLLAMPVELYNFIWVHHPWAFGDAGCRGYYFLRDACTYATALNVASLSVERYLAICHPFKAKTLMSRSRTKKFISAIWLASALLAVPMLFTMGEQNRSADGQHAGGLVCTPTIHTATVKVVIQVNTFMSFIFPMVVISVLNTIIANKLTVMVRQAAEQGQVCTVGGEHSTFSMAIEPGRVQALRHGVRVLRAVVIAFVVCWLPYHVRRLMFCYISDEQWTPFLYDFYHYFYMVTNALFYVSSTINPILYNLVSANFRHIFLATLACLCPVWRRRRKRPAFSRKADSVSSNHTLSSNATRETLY
GPR35 arrestin U2OS – inhibition of zaprinast-stimulated GPR35 beta-arrestin translocation – imaging, U2OS, beta-arrestin-GFP, zaprinast agonist, primary screen (AID 2058); U2OS GPR35 beta-arrestin-GFP translocation imaging, zaprinast antagonism; higher % means a stronger effect; inhibition, % at 10 µM; hits with a dose series show IC50 in µM; 290,000 compounds, 0.052% hits;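 active = inhibition of at least 50% with at least 30 cells and total cytoplasm GFP at most 10,000,000; inconclusive = under 30 cells or total GFP of 10,000,000 plus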
UTI89 phage lysis – protection from phage-mediated lysis, alamar blue read-out – E. coli UTI89, K1F phage, bacterial capsule biogenesis inhibitors (AID 488966). 340,000 compounds, 0.02% hits. one-dose inhibition, % at 100 µM; IC50 in µM for titrated hits. E. coli UTI89 K1F phage lysis, alamar blue, 2 h; higher % means a stronger effect;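 active = phage lysis inhibition, versus mean bacterial control, above a set limit; inconclusive = no clear call, values can overlap the other calls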;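 note: capsule biogenesis inhibitors block K1F phage lysis so surviving cells raise fluorescence; higher fluorescence means more inhibition of phage lysis; actives were called in the ten point dose series up to 300 µM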
AID2073 – disruptors of CaV2.2 binding to Mint1 – biochemical, HTRF (AID 2073); HTRF protein-protein interaction, Mint1-CaV2.2; higher % means a stronger effect; 290,000 compounds, 0.19% hits; inhibition, % at 20 µM; hits with a dose series show IC50 in µM; in the data active = inhibition mostly above about 51%, no sharp cut-off; inconclusive = no clear call, values can overlap the other calls; inactive = mostly below about 53%; note: some results filed as inactive read as strong as hits
GPR55 LPI antagonism – inhibition of LPI-stimulated GPR55 beta-arrestin translocation – imaging, U2OS, beta-arrestin-GFP, LPI agonist, primary screen (AID 2013). one-dose inhibition, % at 10 µM; IC50 in µM for titrated hits. U2OS GPR55 beta-arrestin-GFP translocation imaging, LPI antagonism; higher % means a stronger effect. 290,000 compounds, 0.13% hits;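 active = spots per cell inhibited over 60%, with over 100 cells counted and total cytoplasm intensity under 500,000; inconclusive = wells with under 100 cells, flagged as likely toxic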;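 note: U2OS cells stably carrying GPR55 and arrestin-GFP stimulated by 5 µM LPI near EC80; imaged beta-arrestin-GFP aggregate spots per cell after agonist stimulation; plate controls were LPI-stimulated DMSO wells for no effect and DMSO wells without LPI for full effect; some results filed as inactive read as strong as hits; confirmed hits need IC50 under 10 µM and bright autofluorescent wells are also inconclusive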
NS5 inhibitors – Dengue-2 NS5 methyltransferase inhibitors, primary screen, biochemical, confirmation dose response (AID 588689) | 340,000 compounds, 0.3% hits | inhibition, % at 25 µM; hits with a dose series show IC50 in µM | Dengue-2 NS5 methyltransferase capping enzyme assay, biochemical; higher % means a stronger effect; in the data active = a potency from the dose series; inconclusive = inhibition above about 29% without an active follow-up result
GPR55 activation – selective activators of receptor GPR55 – imaging, U2OS cells, beta-arrestin-GFP redistribution, primary screen (AID 1961); U2OS GPR55 beta-arrestin-GFP redistribution imaging; higher % means a stronger effect; activation, % at 10 µM; hits with a dose series show EC50 in µM; 290,000 compounds, 0.048% hits;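 active = activation above 40% with more than 50 cells counted in the well; inconclusive = wells holding fewer than 50 cells, flagged as toxic or sparse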;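 note: U2OS osteosarcoma cells stably expressing GPR55 and beta-arrestin-GFP; plate controls were DMSO negative control for no effect and LPI positive control for full effect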
HIV fusion peptide – cell-free HIV fusion peptide-binding blockers – biochemical, uHTS, fluorescence dequenching, primary screen (AID 1986) | cell-free peptide binding, fluorescence dequenching, 30 min; higher % means a stronger effect | inhibition, % at 20 µM; hits with a dose series show IC50 in µM | 290,000 compounds, 0.3% hits; in the data active = inhibition mostly above about 52%, no sharp cut-off; inactive = mostly below about 76%; note: some results filed as inactive read as strong as hits
NTR1 ag cell count 20 µM – recorded beside NTR1 ag, whose call it bears; cell count; measured here: cell count, cytotoxicity flag
NS5 inhibitors pilot replicate – further read-out of NS5 inhibitors, marked with its call; inhibition, %; measured here: pilot screen replicate inhibition
Active calls of the source: *; [ ] = another dose, or the depositor's remark. This is a random part of the collection; overall some 1.2% were active at least once.

Screening Cn1c2c(c(=O)n(C)c1=O)NC1(N2)C(=O)Nc2ccccc21 (configuration not stated) returned SIAH1 antagonists -6.8%, NTR1 ag -0.2, GPR35 arrestin U2OS 9.7%, UTI89 phage lysis 4.8%, AID2073 12.3%, GPR55 LPI antagonism 12.0%, NS5 inhibitors -5.2%, GPR55 activation -0.2%, HIV fusion peptide 2.8% and NTR1 ag cell count 20 µM 104.
Cc1ccccc1S(=O)(=O)Cc1ccc(C(=O)N2CC(C)CC(C)C2)o1 (configuration not stated) was read as SIAH1 antagonists -2.5%, NTR1 ag 3.1, GPR35 arrestin U2OS 11.4%, UTI89 phage lysis 12.6%, AID2073 -3.0%, GPR55 LPI antagonism -25.2%, NS5 inhibitors 1.5%, GPR55 activation -0.2%, HIV fusion peptide 0.8% and NTR1 ag cell count 20 µM 69.
Cc1ccc(-c2nc(C(=O)NCC3CCCO3)cc3c2[nH]c2ccccc23)cc1 (configuration not stated) was read as SIAH1 antagonists -3.3%, NTR1 ag 2.5, GPR35 arrestin U2OS -12.2%, UTI89 phage lysis 0.7%, AID2073 27.8%, GPR55 LPI antagonism 13.6%, NS5 inhibitors -8.4%, GPR55 activation 0.8%, HIV fusion peptide 0.9% and NTR1 ag cell count 20 µM 86.
For CN(C)C(=C(C#N)C#N)N1CCN(c2ccc(Cl)c(Cl)c2)CC1 the results were SIAH1 antagonists 3.1%, NTR1 ag -0.6, GPR35 arrestin U2OS -0.5%, UTI89 phage lysis 0.2%, AID2073 0.2%, GPR55 LPI antagonism 16.0%, NS5 inhibitors -3.4%, GPR55 activation -0.1%, HIV fusion peptide -2.6%, NTR1 ag cell count 20 µM 77 and NS5 inhibitors pilot replicate 0.3.
Cc1ccccc1C(=O)NC(CC(C)C)C(=O)Nc1cccc(S(=O)(=O)N(C)C)c1 (configuration not stated) was read as SIAH1 antagonists -2.0%, NTR1 ag -1.2, GPR35 arrestin U2OS -5.9%, UTI89 phage lysis 0.8%, AID2073 19.0%, GPR55 LPI antagonism -8.3%, NS5 inhibitors -7.1%, GPR55 activation -0.2%, HIV fusion peptide 3.3% and NTR1 ag cell count 20 µM 41.
`O=C(CN1CCN(C(=O)C2CCCO2)CC1)Nc1cc(C(F)(F)F)ccc1Cl` (configuration not stated) gave SIAH1 antagonists -0.8%, NTR1 ag 1.6, GPR35 arrestin U2OS 1.9%, UTI89 phage lysis 0.0%, AID2073 6.9%, GPR55 LPI antagonism -12.8%, NS5 inhibitors -2.6%, GPR55 activation -0.2%, HIV fusion peptide 1.0% and NTR1 ag cell count 20 µM 75.
O=[N+]([O-])c1cccnc1NCCc1ccccc1 was read as SIAH1 antagonists -0.5%, NTR1 ag -1.4, GPR35 arrestin U2OS -2.3%, UTI89 phage lysis 1.6%, AID2073 2.3%, GPR55 LPI antagonism 3.2%, GPR55 activation 0.0%, HIV fusion peptide -0.5% and NTR1 ag cell count 20 µM 81.
Screening Cc1ccc(OCCNC(=O)c2ccccc2F)cc1 returned SIAH1 antagonists -6.6%, NTR1 ag 0.0, GPR35 arrestin U2OS -4.7%, UTI89 phage lysis 2.0%[50 µM], AID2073 9.5%, GPR55 LPI antagonism 3.6%, NS5 inhibitors -3.3%, GPR55 activation 0.0%, HIV fusion peptide -0.4% and NTR1 ag cell count 20 µM 52.
Screening COc1ccc2c(c1)C(=O)N(c1ccccc1OC)C(=O)C2 returned SIAH1 antagonists 3.9%, NTR1 ag 0.4, GPR35 arrestin U2OS 5.8%, UTI89 phage lysis 0.4%, AID2073 inconclusive, GPR55 LPI antagonism 0.7%, NS5 inhibitors 0.7%, GPR55 activation 0.2%, HIV fusion peptide 15.5% and NTR1 ag cell count 20 µM 54.
Cc1nc2c(c(=O)c3ccccc3n2C)c(=O)n1C1CCCCCC1 was read as SIAH1 antagonists -2.2%, NTR1 ag 3.0, GPR35 arrestin U2OS -1.1%, UTI89 phage lysis -0.1%, AID2073 5.9%, GPR55 LPI antagonism -11.0%, NS5 inhibitors 3.1%, GPR55 activation 0.0%, HIV fusion peptide -0.9% and NTR1 ag cell count 20 µM 49.
Screening COC(=O)Cc1ccc(NC(=S)NCc2ccco2)cc1 returned SIAH1 antagonists 7.9%, NTR1 ag -0.5, GPR35 arrestin U2OS -6.0%, UTI89 phage lysis 0.1%, AID2073 -5.9%, GPR55 LPI antagonism 6.7%, GPR55 activation 0.4%, HIV fusion peptide -1.7% and NTR1 ag cell count 20 µM 29.
Cc1[nH]c(C)c(S(=O)(=O)N2CCN(c3ccccc3)CC2)c1C(=O)N1CCCCC1 was read as SIAH1 antagonists 1.9%, NTR1 ag 1.1, GPR35 arrestin U2OS 3.1%, UTI89 phage lysis -0.2%, AID2073 9.6%, GPR55 LPI antagonism -1.7%, NS5 inhibitors -6.8%, GPR55 activation -0.1%, HIV fusion peptide -1.7% and NTR1 ag cell count 20 µM 59.
Screening O=C(CSc1nccc(=O)[nH]1)NCc1ccc2c(c1)OCO2 returned SIAH1 antagonists 9.9%, NTR1 ag 0.2, GPR35 arrestin U2OS -0.8%, UTI89 phage lysis 1.7%, AID2073 8.6%, GPR55 LPI antagonism 11.8%, NS5 inhibitors -6.5%, GPR55 activation 0.4%, HIV fusion peptide -1.1% and NTR1 ag cell count 20 µM 75.
For Cc1cc(C(=O)N/N=C/c2cc(N=Nc3ccccc3)ccc2O)n[nH]1 the results were SIAH1 antagonists -14.4%, GPR35 arrestin U2OS 17.0%, UTI89 phage lysis -3.9%, AID2073 10.9µM*, GPR55 LPI antagonism 2.6%, NS5 inhibitors 0.0%, GPR55 activation -0.2% and HIV fusion peptide -1.9%.
Screening COc1ccc(N(CC(=O)Nc2ccc(C)cc2C)S(=O)(=O)c2ccccc2[N+](=O)[O-])c(OC)c1 returned SIAH1 antagonists 4.7%, NTR1 ag 1.4, GPR35 arrestin U2OS 4.4%, AID2073 14.5%, GPR55 LPI antagonism 7.5%, GPR55 activation 0.3%, HIV fusion peptide -0.3% and NTR1 ag cell count 20 µM 37.
Screening COc1ccc(C2C(C(C)=O)=C(O)C(=O)N2c2ccc(O)cc2)cc1 (configuration not stated) returned SIAH1 antagonists -6.1%, NTR1 ag 0.1, GPR35 arrestin U2OS -1.8%, UTI89 phage lysis 0.3%, AID2073 8.0%, GPR55 LPI antagonism -8.3%, NS5 inhibitors 0.8%, GPR55 activation -0.1%, HIV fusion peptide 0.1% and NTR1 ag cell count 20 µM 53.
For Cc1ccc(CS(=O)(=O)CCC(=O)NCc2ccccn2)cc1 the results were SIAH1 antagonists 1.5%, NTR1 ag -1.0, GPR35 arrestin U2OS 3.0%, UTI89 phage lysis 0.4%, AID2073 6.5%, GPR55 LPI antagonism 7.3%, NS5 inhibitors 10.1%, GPR55 activation -0.1%, HIV fusion peptide 5.3% and NTR1 ag cell count 20 µM 50.
For CCOc1ccccc1N(C)C(=O)C1CCN(S(=O)(=O)c2cccc3nonc23)CC1 the results were SIAH1 antagonists 2.7%, NTR1 ag -0.5, GPR35 arrestin U2OS 4.2%, UTI89 phage lysis 1.2%, AID2073 -8.6%, GPR55 LPI antagonism 4.1%, NS5 inhibitors -6.2%, GPR55 activation -0.2%, HIV fusion peptide -3.3% and NTR1 ag cell count 20 µM 71.
`O=[N+]([O-])c1cccc(S(=O)(=O)[N-]c2nc3ccccc3nc2-n2cc[n+](Cc3ccccc3)c2)c1` gave SIAH1 antagonists 8.6%, NTR1 ag 0.4, GPR35 arrestin U2OS 5.3%, UTI89 phage lysis 0.7%, AID2073 -1.5%, GPR55 LPI antagonism 4.5%, NS5 inhibitors -2.3%, GPR55 activation 0.5%, HIV fusion peptide 0.1% and NTR1 ag cell count 20 µM 42.
`O=C(CSCC(=O)N1CCCCC1)OCC(=O)c1c[nH]c2ccccc12` gave SIAH1 antagonists 2.0%, NTR1 ag -0.8, GPR35 arrestin U2OS 9.6%, UTI89 phage lysis 0.6%, AID2073 6.5%, GPR55 LPI antagonism -13.0%, NS5 inhibitors -9.6%, GPR55 activation -0.1%, HIV fusion peptide 1.5% and NTR1 ag cell count 20 µM 109.
For CC(=O)NCCc1ccc(S(=O)(=O)Nc2ccc(C)c(S(=O)(=O)N3CCOCC3)c2)cc1 the results were SIAH1 antagonists 6.9%, NTR1 ag 0.1, GPR35 arrestin U2OS 7.6%, UTI89 phage lysis 1.7%, AID2073 10.3%, GPR55 LPI antagonism 11.2%, NS5 inhibitors 2.3%, GPR55 activation -0.1%, HIV fusion peptide -0.9% and NTR1 ag cell count 20 µM 62.
Clc1ccc(Nc2cc(-c3ccccc3)nc3ncnn23)cc1 was read as SIAH1 antagonists 1.4%, NTR1 ag 2.0, GPR35 arrestin U2OS -10.3%, AID2073 20.8%, GPR55 LPI antagonism -0.2%, GPR55 activation -0.1%, HIV fusion peptide 1.1% and NTR1 ag cell count 20 µM 55.
For OCCN1CCN(CC(O)COc2ccc(Cl)cc2)CC1 (configuration not stated) the results were SIAH1 antagonists 4.6%, NTR1 ag -0.6, GPR35 arrestin U2OS -11.0%, UTI89 phage lysis 0.0%, AID2073 3.3%, GPR55 LPI antagonism 13.4%, NS5 inhibitors -1.4%, GPR55 activation -0.1%, HIV fusion peptide 1.7% and NTR1 ag cell count 20 µM 40.
Screening c1ccc(N2CCN(c3nnnn3-c3ccccc3)CC2)cc1 returned SIAH1 antagonists -2.4%, NTR1 ag 3.1, GPR35 arrestin U2OS 14.6%, UTI89 phage lysis -0.1%, AID2073 5.1%, GPR55 LPI antagonism 15.0%, NS5 inhibitors -2.7%, GPR55 activation -0.2%, HIV fusion peptide -2.1% and NTR1 ag cell count 20 µM 47.
For COc1ccc(OC)c2sc(NC(=O)c3ccc(Cl)s3)nc12 the results were SIAH1 antagonists -2.5%, NTR1 ag 5.9, GPR35 arrestin U2OS 2.3%, UTI89 phage lysis -2.9%, AID2073 0.3%, GPR55 LPI antagonism 8.3%, NS5 inhibitors -2.1%, GPR55 activation 0.2%, HIV fusion peptide 0.1% and NTR1 ag cell count 20 µM 91.
Screening COc1ccc(C2CC(=O)c3cnn(-c4nc(C)cc(C)n4)c3C2)cc1 (configuration not stated) returned SIAH1 antagonists -2.1%, NTR1 ag 3.0, GPR35 arrestin U2OS -4.1%, UTI89 phage lysis 0.1%, AID2073 -7.3%, GPR55 LPI antagonism -29.1%, NS5 inhibitors -12.4%, GPR55 activation 0.0%, HIV fusion peptide 0.6% and NTR1 ag cell count 20 µM 33.
